# From PubChem
# ABCB6 inh MLPCN – inhibitors of human ABC transporter ABCB6 | Q9NP58 | K562-ABCB6 porphyrin accumulation, flow cytometry, 1 h; active compounds read low | fluorescence ratio to DMSO, % at 10 µM | hit rate 0.19% among 360,000;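 active means fluorescence ratio to DMSO below 75%, the collection mean minus 3 SD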;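 further: signal is porphyrin accumulated inside mitochondria; 100% equals median channel fluorescence of DMSO control wells; lower ratio means ABCB6 inhibition with less porphyrin fluorescence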
# SRC2 inh – inhibits human steroid receptor coactivator 2 | HEK293 GAL4-SRC2 luciferase reporter, luminescence | AID 651957 | inhibition, % at 9 µM | hit rate 0.17% among 370,000 | Q15596;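 active means inhibition above the mean inhibition of all tested compounds plus 3 SD, set per campaign, cut at about 52% in these data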;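 further: 0% = DMSO treated cells and 100% = cells given Gossypol at 36 µM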
# TLR9-MyD88 inh – blocks human TLR9 binding to MyD88. Q9NR96+Q99836. CHO BLA complementation TLR9-MyD88, CCF4 FRET ratio. inhibition, % at 4.98 µM. hit rate 0.21% among 340,000. AID 504734;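 active means inhibition above the mean over all tested compounds plus 3 SD, cut at about 21% in these data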;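 further: 0% = DMSO only wells and 100% = clavulanate BLA inhibitor control wells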
# H9c2 protect – modulators protecting cardiomyocytes from myocardial damage; AID 588492; H9c2 cardiomyocytes, H2O2 injury protection, ATPLite, 2 h; hit rate 0.63% among 360,000; protection from H2O2 cell death, % at 20 µM;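 active means compounds giving at least 50% protection of heart cells from peroxide-induced death in the single-dose screen, raw or plate-pattern-corrected value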;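 further: 0% = DMSO wells with peroxide and 100% = DMSO wells without peroxide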
# ABHD5 PLIN5 PPI – inhibitors of human ABHD5-perilipin-5 interaction. Split G. princeps luciferase complementation, luminescence, 4 h. inhibition, % at 4 µM. Q00G26+Q8WTS1. hit rate 0.78% among 360,000;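 active means inhibition above the mean inhibition across every tested compound plus 3 SD, cut at about 22% in these data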;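 further: 0% = DMSO only wells and the 100% control is not disclosed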
# Target sequence (Q00G26 whole entry, looked up): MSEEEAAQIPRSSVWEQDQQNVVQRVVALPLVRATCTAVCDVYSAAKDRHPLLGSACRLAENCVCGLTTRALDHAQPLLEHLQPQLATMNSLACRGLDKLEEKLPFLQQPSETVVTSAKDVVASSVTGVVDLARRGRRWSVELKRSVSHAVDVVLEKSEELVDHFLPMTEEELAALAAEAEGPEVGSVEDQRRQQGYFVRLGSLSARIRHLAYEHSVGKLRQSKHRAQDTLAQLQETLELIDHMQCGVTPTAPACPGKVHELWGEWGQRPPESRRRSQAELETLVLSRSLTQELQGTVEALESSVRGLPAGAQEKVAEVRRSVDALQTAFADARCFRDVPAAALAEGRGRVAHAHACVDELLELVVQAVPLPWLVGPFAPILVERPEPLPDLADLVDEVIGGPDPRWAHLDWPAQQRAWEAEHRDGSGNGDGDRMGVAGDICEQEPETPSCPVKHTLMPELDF
# Target sequence (Q8WTS1 whole entry, looked up): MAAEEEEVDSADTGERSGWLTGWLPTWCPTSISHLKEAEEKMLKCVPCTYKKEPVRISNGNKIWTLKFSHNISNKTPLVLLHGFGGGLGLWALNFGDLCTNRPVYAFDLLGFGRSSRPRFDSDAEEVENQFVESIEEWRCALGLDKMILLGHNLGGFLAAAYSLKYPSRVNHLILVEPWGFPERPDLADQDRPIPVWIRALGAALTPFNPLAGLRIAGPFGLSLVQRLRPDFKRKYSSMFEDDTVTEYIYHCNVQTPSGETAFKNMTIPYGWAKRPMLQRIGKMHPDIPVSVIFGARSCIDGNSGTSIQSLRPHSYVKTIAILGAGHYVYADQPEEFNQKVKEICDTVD
# MC4R antagonist – antagonists of human melanocortin 4 receptor (MC4R) | hit rate 0.48% among 360,000 | P32245 | MC4R-expressing cells, MTII-stimulated cAMP, LANCE TR-FRET | inhibition, % at 6.5 µM | AID 540295;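 active means inhibition above its plate's cutoff, the mean of tested wells on that plate plus 3 SD, cut at about 29% in these data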;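 further: 0% = Melanotan II alone and 100% = Melanotan II plus saturating MCL0020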
#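 Assay system: human MC4R-expressing U2OS cells; reagent: Melanotan II stimulation of cells; dosing: 6.5 µM single dose; timing: compound 30 min, challenge 1 h, detection 1 h; signal: TR-FRET cAMP assay; replicates: one well per compound, no replicates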
# NOD2 RIPK2 PPI – blocks binding of human NOD2 to RIPK2; inhibition, % at 4.98 µM; CHO BLA complementation NOD2-RIPK2, CCF4 ratio; hit rate 0.38% among 360,000; in the data active means inhibition above about 21%;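 further: 0% = vehicle only and 100% = reference blocker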
# m5-HT2A agonist – agonists of mouse serotonin 5-HT2A receptor (HTR2A). AID 624169. hit rate 0.66% among 360,000. P35363. activation, % at 7.6 µM. CHO-K1 mHTR2A beta-arrestin complementation, luminescence; percent of 30 µM serotonin response;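 active means activation above a run cutoff, the mean activation of all tested compounds plus 3 SD, cut at about 14% in these data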;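 further: 0% = plate median of compound wells and 100% = 30 µM serotonin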
# MC4R barr agon – activates human MC4R beta-arrestin recruitment; P32245; U2OS MC4R beta-arrestin complementation, luminescence; percent of melanotan II response, DMSO zero; activation, % at 8.9 µM; hit rate 0.98% among 360,000; AID 540308;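 active means activation above a per-plate cutoff, the mean activation of sample wells on that plate plus 3 SD, cut at about 8% in these data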
# Glyco luc inh – N-linked glycosylation inhibition | reporter increase, % at 12.5 µM | AID 588692 | D54 ERlucT glycosylation luciferase reporter, 24 h; percent of 100 nM tunicamycin response | hit rate 0.23% among 360,000;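 active means mean luciferase reporter signal, scaled so untreated is 0 and the glycosylation-blocking control 100, at or above a set limit in every replicate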;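 further: luciferase carries N-glycosylation sites so blocking glycosylation raises the light; 0% = median of neutral control wells and 100% = median of 100 nM tunicamycin wells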
# Numbers without * were called inactive; . = not tested or not shown. The list is partial (hit frequency here may not be typical).
SMILES,ABCB6 inh MLPCN,SRC2 inh,TLR9-MyD88 inh,H9c2 protect,ABHD5 PLIN5 PPI,MC4R antagonist,NOD2 RIPK2 PPI,m5-HT2A agonist,MC4R barr agon,Glyco luc inh
CC(NC(=O)C(=O)N1CCOCC1)C(c1cccs1)N1CCN(c2ccccc2F)CC1 (stereo not given),100,12,8,-3,-5,4,-3,0,-3.0,-1
CC(C)CNC(=O)COC(=O)c1cccc(S(=O)(=O)NCC(F)(F)F)c1,95,7,5,0,2,14,-1,4,0.4,1
O=C(N=C1SCC(=O)N1c1ccccc1)c1ccco1,111,-84,5,1,-4,3,9,1,-1.3,1
CC(=O)NN1C(=O)c2ccc(Oc3ccc([N+](=O)[O-])cc3)cc2C1=O,100,-7,-3,-8,8,5,-5,1,1.9,0
CCCn1c(SCC(=O)c2cc(C)c(C)cc2C)n[nH]c1=O,105,-5,1,-1,-9,2,-3,-2,-1.4,0
COc1ccccc1C(=O)Nc1cccc2nc(C)ccc12,96,1,-6,2,-2,4,-9,1,-0.2,6
Cc1cccc(OCC(O)Cn2c(=N)n(CCN3CCOCC3)c3ccccc32)c1 (stereo not given),96,-11,-4,3,-2,7,-4,-11,-1.6,0
COc1ccc(NC(=O)N(C)C[C@H]2Oc3ccc(NC(=O)CCC(F)(F)F)cc3C(=O)N([C@H](C)CO)C[C@@H]2C)cc1,103,-7,-4,3,-9,3,-52,2,0.4,3
CCn1c(SCC(=O)Nc2cc(C)ccc2C)nnc1-c1cnccn1,94,-16,0,-3,7,5,-5,0,2.3,-1
O=C(NC1CCCCC1)c1ccc2ccccc2c1,104,-44,-3,0,-4,9,5,1,0.6,-9
O=C1NCCN1CCNS(=O)(=O)c1ccccc1[N+](=O)[O-],98,6,0,0,-6,25,-8,-3,0.4,2
CN(C)c1ccc(N=Nc2ccccc2C(=O)OCC(=O)N2CCCC2)cc1,100,-38,12,-15,9,-11,-12,-8,-3.4,-2
CC(C)CCNC(=O)c1cn(CC(C)C)c(=O)c2c1c1ccccc1n2C,97,-17,4,12,-2,2,-5,-1,-1.9,2
O=C(NC(Cc1c[nH]c2ccccc12)C(=O)NCc1ccc(F)cc1)OCc1ccccc1 (stereo not given),100,4,-3,16,-2,6,6,3,3.6,-3
Cc1cc(C)cc(N(CC(=O)NCc2ccccc2Cl)S(=O)(=O)c2c(C)[nH]c(=O)[nH]c2=O)c1,103,-9,-21,3,15,15,-12,-2,-4.1,-2
CS(=O)(=O)N(CCc1ccccc1)CC(=O)NCc1ccccn1,101,6,-9,2,7,1,6,0,-1.7,-1
CN1CCC(Oc2ccc(Sc3ccccc3)cc2)CC1,101,-20,0,0,8,-1,-6,-5,-0.1,-10
CCCCNc1c(-c2cccc(-c3cc(C(C)=O)cs3)c2)nc2cc(C)ccn12,88,2,0,22,19,36*,-10,12,11*,-7
COC(=O)c1ccc(C(=O)N2CCCC(N3CCN(c4ccccc4)CC3)C2)nc1 (stereo not given),101,2,-11,0,-6,7,-7,-6,-0.7,4
O=C(c1ccccc1CCc1ccccc1)N1CCN(c2ccccn2)CC1,97,-16,-10,-6,3,1,-3,-3,-0.6,2
CC(=O)c1ccc(-c2cnc3c(NC=O)cc(-c4ccc(S(C)(=O)=O)cc4)cn23)cc1,91,-38,.,38,2,-6,-4,5,3.4,-8
O=C(c1cccs1)N1CCCC(c2nc3c(nnn3Cc3ccccc3)c(=O)[nH]2)C1 (stereo not given),97,-2,2,-2,-1,-6,-5,-3,-0.1,2
S=C(NCc1ccccc1)N1CCN(C2CCCCC2)CC1,95,-4,5,-1,-3,9,-2,-3,-3.3,-2
COC(=O)/C=C1/SC(=NC(=O)c2ccc(OC)cc2)NC1=O,102,-5,-1,4,-12,6,11,4,0.8,2
COc1ccc(OC)c(-c2csc(NC(=O)C3CSC4(C)CCC(=O)N34)n2)c1 (stereo not given),95,-3,-1,12,-13,-1,-16,1,-0.4,0

# Brought forward from above: two entries, followed by the next part.
SMILES,ABCB6 inh MLPCN,SRC2 inh,TLR9-MyD88 inh,H9c2 protect,ABHD5 PLIN5 PPI,MC4R antagonist,NOD2 RIPK2 PPI,m5-HT2A agonist,MC4R barr agon,Glyco luc inh
COC(=O)/C=C1/SC(=NC(=O)c2ccc(OC)cc2)NC1=O,102,-5,-1,4,-12,6,11,4,0.8,2
COc1ccc(OC)c(-c2csc(NC(=O)C3CSC4(C)CCC(=O)N34)n2)c1 (stereo not given),95,-3,-1,12,-13,-1,-16,1,-0.4,0
CCOc1ccc(C(=O)NCC(=O)OCC(=O)NC2CCCC2)cc1,98,-7,3,-7,7,18,5,2,1.9,1
CCCS(=O)(=O)NC(=O)C1(C)CCCN(C(=O)c2cccc(C)c2C)C1 (stereo not given),89,.,.,1,0,7,3,2,0.5,3
O=C(Oc1ccccc1)c1ccccc1,94,-21,-2,7,8,5,-12,6,-1.1,-1
CCC(=O)Nc1nnc(S(=O)(=O)N(CC)c2ccc(OC)cc2)s1,102,4,1,-2,8,7,-7,-7,0.5,1
CC(O)(c1ccccc1)c1nc(-c2cccc(F)c2)cs1 (stereo not given),99,-15,.,-15,-13,3,-15,-3,-0.9,-1
Cc1nn(C)cc1CNC(=O)c1ccccc1Br,103,20,-8,3,12,-9,-5,9,2.9,-3
CCc1ccccc1NC(=O)CN(C)C(=O)Cn1cnc2ccc(Cl)cc2c1=O,92,-45,1,-6,9,-2,-2,6,0.8,-1
O=Cc1ccc(OCc2cn3ccccc3n2)cc1,97,-22,5,-13,-9,5,4,-2,-1.0,-7
COc1ccc(NC(=O)CCCN2C(=O)CCC2=O)cc1Cl,108,-19,0,-3,-1,0,1,3,-0.3,1
Cc1cc(C(=O)NCCc2ccc(Cl)cc2)no1,96,-16,-3,1,2,-5,-11,-4,-3.2,-4
CC(C)Oc1ccc(S(=O)(=O)N2CCOCC2)cc1NC(=O)C1=COCCO1,92,-2,3,3,3,14,-1,5,-4.4,2
COC(=O)c1c(NS(=O)(=O)c2ccc(C)cc2)sc2c1CCC(C)C2 (stereo not given),88,-19,-2,7,-2,-5,-2,0,-1.6,-1
CC(=O)N1CCCc2cc(S(=O)(=O)N(C)Cc3ccccc3)ccc21,97,-31,-4,-11,2,19,-1,-5,-0.4,0
Cc1ccccc1NN1C(=O)C=CC1=O,103,0,-4,4,1,3,2,-1,0.1,3
CCN(CC)c1ccc(/C=N/N2CCN(Cc3cccc4ccccc34)CC2)c(O)c1,102,1,-4,-7,-14,6,2,-1,3.1,1
COc1ccc(/C=C(/NC(=O)c2ccccc2)C(=O)NCCCn2ccnc2)cc1OC,100,-2,-1,5,1,14,-2,2,-2.9,2
Cc1ccccc1CNc1ccc(C(CC(N)=O)NC(=O)c2ccccc2)cc1[N+](=O)[O-] (stereo not given),93,-7,0,-6,0,9,-2,8,-2.4,-4
O=C1Cc2ccccc2C(c2c(Cl)cccc2Cl)N1 (stereo not given),96,-4,-3,7,3,0,-1,0,-0.9,-1
Cc1cc(C)nc(Sc2ncnc(N)c2[N+](=O)[O-])n1,104,21,-4,-16,2,14,-2,9,-1.4,2
O/N=C1/CCCSc2ccccc21,100,-6,-51,9,-1,-6,-4,1,1.1,0
COc1ccc(-n2c(CNC(=O)COc3ccccc3)n[nH]c2=S)cc1,100,2,-1,-3,1,5,-1,-2,-3.8,2
COc1ccc(C(C)=O)c(OC(=O)c2ccc(OC)c(OC)c2)c1,94,-26,-17,1,2,-5,-13,-1,-1.6,1
O=C(c1ccccc1Cl)N1CCCC(c2nc3c(nnn3Cc3ccccc3)c(=O)[nH]2)C1 (stereo not given),98,.,1,24,10,-3,-8,-8,2.0,2
O=C(O)CCCC(=O)Nc1cc([N+](=O)[O-])ccc1O,90,-1,10,11,-3,7,-10,-3,-0.2,3
CCN(CC)C(=O)C1=C(C)N(Cc2ccc(C(C)(C)C)cc2)C(=O)C(CC(=O)NCc2cccc3ccccc23)C1 (stereo not given),98,14,-2,-10,3,7,-13,0,2.5,-3

# Following part
SMILES,ABCB6 inh MLPCN,SRC2 inh,TLR9-MyD88 inh,H9c2 protect,ABHD5 PLIN5 PPI,MC4R antagonist,NOD2 RIPK2 PPI,m5-HT2A agonist,MC4R barr agon,Glyco luc inh
O=C(O)CC1SC(=O)N(Cc2ccccc2)C1=O (stereo not given),99,0,-5,-1,6,0,-4,-1,-0.1,2
NC(=O)c1c(NC(=O)C2CCCO2)sc2c1CCCC2 (stereo not given),99,-34,3,-7,-4,0,-5,5,0.9,-1
CC(Sc1cccc[n+]1[O-])C(=O)Nc1cccc(S(=O)(=O)N2CCOCC2)c1 (stereo not given),93,5,0,0,-2,8,-5,3,0.9,1
COc1cc(NC(=O)c2ccc(-c3cccnc3)c3ccoc23)cc(OC)c1OC,92,4,.,25,7,7,-10,-3,-0.1,0
S=C1NC2(CCCCCC2)N=C1c1ccccc1,94,13,-2,-2,-5,12,-20,1,0.3,-1
CCCCN(C(=O)CSc1nnnn1C)C1CCS(=O)(=O)C1 (stereo not given),91,-45,-11,10,-7,5,-1,-2,-1.5,-1
S=C(c1cn(CCOc2ccccc2)c2ccccc12)N1CCCC1,94,7,2,-22,1,-1,8,-8,-1.4,-6
Clc1ccccc1CN1CCC(Cc2ccccc2)CC1,100,-15,-15,0,3,22,-16,-1,4.2,-2
CC1=C2C(CCS2(=O)=O)CC2(C1)C(=O)OC(C)(C)OC2=O (stereo not given),89,-9,10,-9,3,5,-14,5,-1.4,0
CC(C)NC(=O)Nc1ccc2c(c1)C(=O)N([C@H](C)CO)C[C@H](C)[C@@H](CN(C)S(=O)(=O)c1ccccc1)O2,100,-22,0,10,0,-2,-8,5,-0.6,2
CC(=O)Nc1sc2c(c1C#N)CC(C)(C)NC2(C)C,99,7,-10,5,0,16,1,4,0.1,-1
Fc1ccc(-c2ccc(NCCN3CCOCC3)nn2)cc1,96,-89,-4,5,5,2,2,-7,-0.6,0
O=Cc1cccn1-c1ncc(Br)cn1,104,1,-6,0,3,-6,2,7,0.6,-2
O=C(CSc1cn(CCNC(=O)c2ccc3ccccc3c2)c2ccccc12)NCc1ccco1,99,2,11,3,2,10,-7,-2,0.8,-10
Cc1cc(-c2ccc(S(=O)(=O)NCc3ccc(Cl)cc3)cc2)on1,92,-22,-1,-6,-5,7,3,-1,4.1,0
Cc1cccc(OCc2nnc(SCC(=O)NC3CCCC3)n2C)c1,93,-9,11,5,-3,6,7,0,-1.2,1
CCOC(=O)C1(Cc2cccc(Cl)c2)CCCN(C(=O)c2c(CC)noc2C)C1 (stereo not given),97,-15,1,6,2,2,1,0,0.8,-1
C/C(=N\N1CCN(c2ccccc2)CC1)c1ccc(O)cc1,97,-23,0,-5,-19,-3,-16,4,-0.3,-1
Cc1[nH]c2c(C)cccc2c1CCNC(=O)c1ccc2c(c1[N+](=O)[O-])C(=O)c1ccccc1C2=O,.,-38,7,11,10,0,-8,-2,-3.3,1
C[C@@]12CC[C@@H](C3=C(CCC3)C1)N2c1ccccc1,.,-14,.,.,-15,.,0,2,.,.
CCOc1cc(/C=N/NC(=O)c2cccc([N+](=O)[O-])c2)ccc1OS(=O)(=O)c1ccccc1,95,-39,1,26,3,11,-10,-11,-0.2,0
